AGP1 TOR yeast: yeast TOR pathway AGP1-GFP modulation; GFP response vs DMSO, % at 10 µM; S. cerevisiae AGP1-GFP multiplex flow cytometry, 3 h; GFP as percent of DMSO wells; AID 2066; actives 0.02% (n = 320,000);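 active means GFP response relative to DMSO above a set limit, near screen average plus 3 SD, cut at about 150% in these data; inconclusive means fewer than 70 cells counted for the yeast strain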;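 further: median GFP channel fluorescence of the gated AGP1 strain per well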
LAP4-GFP MLPCN: alters LAP4-GFP fluorescence in TOR pathway yeast screen; actives 0.34% (n = 320,000); S. cerevisiae LAP4-GFP multiplex, flow cytometry GFP, 3 h; median GFP as percent of DMSO wells; AID 2023; GFP response vs DMSO, % at 10 µM;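 active means GFP response vs DMSO above a set limit, about the screen mean plus 3 SD, cut at about 150% in these data; inconclusive means under 70 cell events counted for the yeast strain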
RPL19A TOR yeast: modulators of TOR pathway RPL19A-GFP in S. cerevisiae. S. cerevisiae RPL19A-GFP strain, flow cytometry, 3 h; active compounds read low. percent response vs DMSO, % at 10 µM. actives 0.3% (n = 330,000). AID 2025;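 active means percent response vs DMSO below 50%; inconclusive means fewer than 70 events counted for the yeast strain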;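 further: median channel GFP fluorescence of the barcoded RPL19A-GFP strain; ratio of sample median GFP to plate DMSO average so 100% = DMSO; lower means less RPL19A-GFP as with rapamycin TOR inhibition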
procasp7 counter: counter-screen for procaspase-3 activators: activators of human procaspase-7; P55210; recombinant procaspase-7, Ac-DEVD-pNA absorbance 405 nm; D23A/D198A/D206A triple mutant, cannot self-cleave; scale: DMSO 0, 5 µM enzyme 100; activation, % at 8.5 µM; actives 0.093% (n = 330,000); AID 463210;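 active means percent activation above the screen-wide mean plus 3 SD, cut at about 25% in these data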
Target sequence (P55210 whole entry D23A/D198A/D206A): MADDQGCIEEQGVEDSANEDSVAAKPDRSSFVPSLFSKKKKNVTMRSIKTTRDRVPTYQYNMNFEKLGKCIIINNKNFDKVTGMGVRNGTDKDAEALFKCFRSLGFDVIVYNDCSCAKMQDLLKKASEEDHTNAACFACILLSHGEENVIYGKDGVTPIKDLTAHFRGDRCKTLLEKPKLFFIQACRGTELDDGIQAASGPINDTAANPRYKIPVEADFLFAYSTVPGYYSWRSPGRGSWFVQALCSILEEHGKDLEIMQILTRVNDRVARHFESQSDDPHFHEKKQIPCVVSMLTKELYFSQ
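System: Uncleavable procaspase-7 mutant enzyme; Amount: 2 µM procaspase-7 mutant as dispensed; Schedule: 1 h compound preincubation, 2 h substrate cleavage, 25 °C; Measured by: 405 nm absorbance of p-nitroaniline; Evaluation: percent activation from buffer-corrected 0–120 min absorbance change; Control set: low DMSO alone, high DMSO plus 5 µM PC-7.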
CIT2-GFP yeast: yeast TOR pathway CIT2-GFP modulation | S. cerevisiae CIT2-GFP strain, flow cytometry, 3 h; 100 means same as DMSO wells | GFP response vs DMSO, % at 10 µM | actives 0.065% (n = 320,000);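 active means GFP response relative to DMSO above a set limit, near the screen mean plus 3 SD, cut at about 150% in these data; inconclusive means Fewer than 70 cells measured for a yeast strain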;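 further: ratio of well median GFP fluorescence to mean of DMSO wells on the plate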
AHR act: activators of human aryl hydrocarbon receptor; actives 2.5% (n = 320,000); P35869; AID 2796; activation, % at 5 µM; AHR-responsive luciferase reporter cells, luminescence; in the data active means activation above about 47%;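 further: 0% = vehicle wells and 100% = reference agonist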
procasp3 activ: activators of human procaspase-3. recombinant procaspase-3 D3A, Ac-DEVD-pNA absorbance 405 nm. P42574. activation, % at 8.5 µM. actives 0.11% (n = 330,000);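 active means activation above the mean of all tested compounds plus 3 SD, cut at about 21% in these data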;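 further: 0% = DMSO alone and 100% = DMSO wells spiked with extra 5 µM PC-3 D3A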
Target sequence (P42574 whole entry D9A/D28A/D175A): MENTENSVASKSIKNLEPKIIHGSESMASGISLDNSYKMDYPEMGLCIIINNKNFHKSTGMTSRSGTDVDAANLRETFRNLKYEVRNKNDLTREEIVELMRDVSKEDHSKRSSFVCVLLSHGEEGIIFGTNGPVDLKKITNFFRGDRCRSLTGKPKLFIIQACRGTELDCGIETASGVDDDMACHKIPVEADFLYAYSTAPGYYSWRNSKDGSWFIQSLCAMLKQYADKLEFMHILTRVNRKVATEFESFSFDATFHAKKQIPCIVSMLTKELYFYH
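Test system: Procaspase-3 D3A mutant; medium: Zinc-free HEPES/NaCl buffer with 0.01% Triton X-100 at pH 7.4; reagent: DEVD-pNA substrate; doses: one concentration, 8.5 µM nominal, 0.8% DMSO; times: 1 h preincubation plus 2 h reaction at 25 °C; signal: Epi-absorbance at 405 nm of released p-nitroaniline, 0 and 120 min; replicates: singlicate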
MEP2 TOR yeast: modulators of TOR pathway MEP2-GFP in S. cerevisiae; GFP response vs DMSO, % at 10 µM; actives 0.51% (n = 330,000); S. cerevisiae MEP2-GFP strain, flow cytometry GFP, 3 h; 100% = DMSO control level; AID 2016;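 active means GFP response versus DMSO above a set limit, roughly screen mean plus 3 SD, cut at about 180% in these data; inconclusive means fewer than 70 cells counted for a yeast strain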;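 further: median GFP fluorescence of the barcode-gated MEP2-GFP cells per well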
An asterisk follows results filed as active; ? = inconclusive; / = not tested or not shown; [ ] = remark or other dose.

Start of the listing, in advance:
SMILES	AGP1 TOR yeast	LAP4-GFP MLPCN	RPL19A TOR yeast	procasp7 counter	CIT2-GFP yeast	AHR act	procasp3 activ	MEP2 TOR yeast
COc1ccc(C2C(C(=O)c3cccs3)=C(O)C(=O)N2c2nnc(C)s2)cc1OC (configuration not stated)	107	102	102	-32	106	0	-1	106
COc1ccc(-n2c(=O)[nH]cc(C(=O)N3CCCc4ccccc43)c2=O)cc1	100	96	98	5	99	7	13	102
CCOCCCNC(=O)c1c[nH]c2ccc(C)cc2c1=O	121	108	116	6	110	7	5	114
Cc1ccc(Nc2cc(-n3nc(C)cc3C)ncn2)c(C)c1	105	115	96	-5	99	14	7	101
CCOc1ccc(Nc2nnc(SCc3nc4ccccc4c(=O)[nH]3)s2)cc1	100	107	96	9	96	5	2	97
CCCCc1ccc(NC(=O)Nc2cccnc2)cc1	93	92	100	-4	97	35	5	91

This part in full, repeating the preview:
SMILES	AGP1 TOR yeast	LAP4-GFP MLPCN	RPL19A TOR yeast	procasp7 counter	CIT2-GFP yeast	AHR act	procasp3 activ	MEP2 TOR yeast
COc1ccc(C2C(C(=O)c3cccs3)=C(O)C(=O)N2c2nnc(C)s2)cc1OC (configuration not stated)	107	102	102	-32	106	0	-1	106
COc1ccc(-n2c(=O)[nH]cc(C(=O)N3CCCc4ccccc43)c2=O)cc1	100	96	98	5	99	7	13	102
CCOCCCNC(=O)c1c[nH]c2ccc(C)cc2c1=O	121	108	116	6	110	7	5	114
Cc1ccc(Nc2cc(-n3nc(C)cc3C)ncn2)c(C)c1	105	115	96	-5	99	14	7	101
CCOc1ccc(Nc2nnc(SCc3nc4ccccc4c(=O)[nH]3)s2)cc1	100	107	96	9	96	5	2	97
CCCCc1ccc(NC(=O)Nc2cccnc2)cc1	93	92	100	-4	97	35	5	91
CC12CCC(C(=O)N3CCC(Cc4ccccc4)CC3)(C(=O)C1=O)C2(C)C (configuration not stated)	103	94	101	9	104	3	6	104
CCCCn1nc(NC(=O)c2cccs2)c2cc3ccccc3nc21	91	109	86	-6	97	20	-6	88
O=C(O)C1C2CC2CN1C(=O)c1ccc(Cl)cc1 (configuration not stated)	108	106	106	5	114	5	-2	104
O=C(CSc1nc2c(c(=O)[nH]1)CN(Cc1ccc(F)cc1)CC2)Nc1ccc(F)cc1	103	97	98	4	101	3	-3	103
CCCCCCC(=O)Nc1nc(C)c(-c2csc(Nc3cc(OC)ccc3OC)n2)s1	81	107	96	10	85	67*	0	91
COc1ccc(C(=O)c2c[nH]cc2-c2ccccc2)cc1	98	99	102	8	104	1	1	102
C=CCN1C(=O)c2ccc(C(=O)N(CCC)CC(=O)Nc3ccccc3C)cc2C1=O	103	102	101	4	94	1	-6	100
CC(C)(C)OC(=O)NCCCC(CCCNC(=O)OC(C)(C)C)C(=O)O	98	96	93	-4	99	2	8	98
CCCc1nc(N)c(C#N)c(N)c1C#N	96	95	97	12	95	2	4	101
Cc1cc(C)n2nc(SCc3nc4ccccc4[nH]3)nc2n1	94	94	95	9	101	5	5	92
CCCCOC(=O)/C(=C/c1cn(C)c2ccccc12)NC(=O)c1ccc(OC)cc1	109	91	108	-9	105	81*	10	110
Cc1ccc(NC(=O)CS(=O)(=O)c2c[nH]c3ccccc23)c(C)c1	99	95	95	-11	92	13	7	99
O=[N+]([O-])c1ncccc1OCc1ccc(Br)cc1F	86	80	91	0	90	0	0	98
O=C(N/C(=C\c1cccs1)C(=O)N1CCCCCC1)c1ccccc1	93	96	97	-7	96	0	-3	97
N#Cc1ccc(S(=O)(=O)N2CCN(C(=O)C3CC(=O)N(c4ccc5c(c4)OCCO5)C3)CC2)cc1 (configuration not stated)	96	87	95	-3	96	0	-6	96
CCN(CC(=O)Nc1cc(Cl)ccc1C)C(=O)C1CCCCC1	106	106	105	4	100	2	-2	103
CCOc1cc(CNCCN2CCOCC2)ccc1OCc1ccccc1Cl	103	102	99	6	100	-1	-2	102
CC(C)CNC(=O)COC(=O)c1ccc2c(c1)C(=O)N(Cc1ccco1)C2=O	103	105	105	-5	108	-1	10	110
O=C(Cn1nc(Cc2cccnc2)c2ccccc2c1=O)N1CCN(c2ccccn2)CC1	101	97	101	7	104	-1	5	99
SMILES	AGP1 TOR yeast	LAP4-GFP MLPCN	RPL19A TOR yeast	procasp7 counter	CIT2-GFP yeast	AHR act	procasp3 activ	MEP2 TOR yeast
Cc1ccc(NC(=O)c2ccc(OC(=S)N3CCOCC3)cc2)cc1	98	100	98	0	104	4	1	106
COc1cc(NC(=O)c2cc([N+](=O)[O-])ccc2NC(=O)CNCc2ccccn2)cc(OC)c1	98	92	104	-7	94	32	-14	102
c1coc(CNc2ncnc3nc[nH]c23)c1	77	85	87	-2	87	-2	5	90
COc1cc(NC(=O)C2CCC(CNc3c(N4CCCCC4)c(=O)c3=O)CC2)cc(OC)c1 (configuration not stated)	109	103	103	-2	101	2	1	102
CCOC(=O)[C@@H]1[C@H]2COc3cc(OC)ccc3[C@H]2N2C(=O)N(c3cccc(Cl)c3)C(=O)[C@]12C	94	111	102	-3	89	-2	-5	96
Cc1coc2cc3oc(=O)c(CCC(=O)N4C[C@H]5C[C@@H](C4)c4cccc(=O)n4C5)c(C)c3cc12	104	108	99	-6	101	-1	6	109
CCN(CCN(C)C)C(=O)Cn1ncc2c1-c1cc(C)ccc1OC2	111	108	104	3	105	0	7	112
O=C(NCc1cccs1)c1cc(-c2ccncc2)nc2ccc(Br)cc12	96	100	100	2	96	6	0	105
Cc1cccc(N=c2oc3cc(O)ccc3cc2C(N)=O)c1	97	102	40*	-4	95	4	-7	124
NC(=O)C(c1ccc(Cl)cc1)c1ncc(C(F)(F)F)cc1Cl (configuration not stated)	102	93	100	11	105	1	9	97
COc1cc(C[C@H](C)[C@H](C)Cc2ccc3c(c2)OCO3)ccc1O	88	125	98	3	107	2	0	90
Cc1c(C(=O)N2CCOCC2)c(S(=O)(=O)Nc2cccc(F)c2)c(C)n1C	95	86	94	-2	102	5	4	87
CSc1nc2ccc(NC(=O)C3CC(=O)N(Cc4ccccc4)C3)cc2s1 (configuration not stated)	105	100	100	1	99	6	3	102
CC(C)CCn1c(CN2CCN(C(=O)c3ccco3)CC2)nc2c1c(=O)n(C)c(=O)n2C	100	91	104	5	97	-1	6	95
Cc1ccc(SCCN2CCC(C)CCC2=O)cc1 (configuration not stated)	93	112	103	5	91	5	5	91
COc1ccc(/C=C\C(=O)NCc2ccc3c(c2)cc(C)n3C)cc1OC	106	102	106	4	101	5	0	106
COc1ccccc1/C=C/C(=O)OCC(=O)Nc1ccc2c(c1)OCO2	85	90	103	0	87	3	11	99
Cn1c(=O)oc2cc(S(=O)(=O)NCCC(=O)N3CCN(c4ccccc4)CC3)ccc21	100	90	104	7	119	-3	-2	110
O=C(NCc1ccc(Cl)cc1)C1CCCN(C(=O)c2ccc(Cl)cc2)C1 (configuration not stated)	98	103	95	4	96	2	-5	96
COc1ccc(N2CCN(C(=O)CCNC(=O)c3ccc(Br)cc3)CC2)cc1	99	93	103	-3	100	1	-6	105
S=c1nc(C2CCCCC2)[nH][nH]1	21[may fluoresce violet]	92	89	-1	?	0	-7	110
Cc1ccc(N(Cc2ccccc2)C(=O)c2ccc(F)c(S(=O)(=O)N3CCOCC3)c2)cc1	106	105	99	3	102	-1	16	102
CC1CCCN(S(=O)(=O)c2ccc(NC(=O)Cc3ccc(S(=O)(=O)N4CCOCC4)s3)cc2)C1 (configuration not stated)	91	91	92	-1	91	-3	8	94
N#Cc1ccccc1OCC(=O)OCCCOC(=O)COc1ccccc1C#N	94	89	98	11	95	7	8	100
O=C(Nc1sc2c(c1C(=O)NCC1CCCO1)CCCC2)c1cccs1 (configuration not stated)	103	117	106	37*	108	3	16	111
SMILES	AGP1 TOR yeast	LAP4-GFP MLPCN	RPL19A TOR yeast	procasp7 counter	CIT2-GFP yeast	AHR act	procasp3 activ	MEP2 TOR yeast
Cc1cc(N2CCN(C(=O)OC(C)(C)C)CC2)n2ncnc2n1	101	91	98	5	85	4	-3	99
COc1ccc(C(=S)N2CCN(c3ccccc3Cl)CC2)cc1OC	93	77	94	-8	94	1	-5	88
O=[N+]([O-])c1nn(-c2ccc(Cl)cc2)n(O)c1=NCc1cccnc1	95	104	103	-3	101	4	2	105
CCC(=O)NS(=O)(=O)c1cccnc1Nc1ccccc1Cl	96	96	/	9	95	4	4	110
CCOC(=O)Cc1csc(/C(=N/O)C(N)=O)n1	96	100	95	6	91	17	2	98
O=C(N/N=C/c1c(Cl)cccc1Cl)c1ccc(-n2cnnn2)cc1	108	104	104	3	90	-2	6	103
Cc1ccc(NC2=NC(C(=O)Nc3ccc(C)c(C)c3)CC(=O)N2)cc1 (configuration not stated)	102	103	101	4	99	6	1	99
O=C(CSc1nnc(CNc2ccc(F)cc2)n1CC1CCCO1)Nc1ccccc1 (configuration not stated)	97	101	96	9	98	2	-4	100
CC1Cc2cc(/C(O)=C3/C(=O)C(=O)N(CCCn4ccnc4)C3c3cccc([N+](=O)[O-])c3)ccc2O1 (configuration not stated)	103	99	105	2	107	5	-2	119
O=C(O)CCC(=O)Nc1nc2ccc([N+](=O)[O-])cc2s1	103	105	102	5	98	1	-7	102
COc1cccc(N(CC(=O)NC2CC3CCC2C3)S(=O)(=O)c2ccccc2)c1 (configuration not stated)	102	101	99	-10	100	1	8	104
Cc1cc(NC(=O)CN2CCOCC2)n(-c2nc3ccccc3s2)n1	102	111	100	1	99	26	3	105
CCc1cc2c(=O)c(-c3nc4ccccc4n3C)c(C)oc2c(CN2CCN(CCO)CC2)c1O	96	92	94	15	92	0	3	91
O=C(COC(=O)c1ccccc1NC(=O)c1ccccc1)c1ccc([N+](=O)[O-])cc1	/	101	98	-6	107	1	-13	112
CCN1C(=O)[C@@H]2[C@@H](c3ccc(-c4ccc(OC)cc4)cc3)N3CCCC[C@@]3(C(=O)OC)[C@@H]2C1=O	102	102	98	14	97	2	-1	102
O=C(Nc1sccc1C(=O)N1CCOCC1)c1cccnc1	97	101	100	-7	97	9	-11	104
COc1ccc(CC(=O)NC(C)C2COc3ccccc3O2)cc1OC (configuration not stated)	99	102	94	6	99	1	5	95
COc1ccc(-c2[nH]ncc2CN2CCCC(C(=O)c3cccc(OC)c3)C2)cc1 (configuration not stated)	110	111	101	7	98	73*	-10	101
O=C(c1sc2cccc(F)c2c1Cl)N1CCN(c2ncccn2)CC1	101	107	107	-10	90	5	4	109
CC(=O)c1c(C)[nH]c(C(=O)COC(=O)Cc2ccccc2F)c1C	95	94	95	-6	92	1	1	93
Cc1c(Cl)cnc(NC(=O)COC(=O)c2cc3c(s2)CCC(C)C3)c1Cl (configuration not stated)	106	100	105	12	107	-2	4	107
CCc1sc(NC(=O)C(C)C)nc1-c1ccccc1	82	120	95	0	71	16	3	108
CCn1c(SCC(=O)Nc2cc3oc4ccccc4c3cc2OC)nnc1-c1cccs1	98	103	97	8	94	28	-9	100
CC(=O)c1ccccc1OCC(O)Cn1ccnc1 (configuration not stated)	94	101	102	-1	94	9	2	109
COc1ccc(CNC(=O)c2ccc(Cn3cc(Cl)cn3)o2)cc1	98	101	101	1	90	14	7	105

Not a hit list. About 3.5% of those tested had a hit in this group.
